FN deposition inh: fibronectin deposition inhibition. AH1F fibroblasts, Alexa488-fibronectin deposition fluorescence, overnight. inhibition, % at 12.6 µM. 0.086% of 350,000 active. AID 743247;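 active = mean inhibition across replicates of 30% or more, regardless of how many single replicates reach that level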;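 note: positive control wells lacked labelled fibronectin entirely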
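Test system: AH1F fibroblast monolayer depositing Alexa488-labelled fibronectin into matrix. Input: 10000 cells per well. Technique: fluorescence, ex 485 nm, em 525 nm. Buffer or medium: DMEM plus 2% serum, read in PBS. Timing: 1 h cell adhesion before compound, then overnight fibronectin incubation. Compound: single dose, pinned. Read-out basis: inhibition from reduced deposited-fibronectin fluorescence.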
C2C12 statin: suppressors of simvastatin-induced myotoxicity in C2C12 myotubes | ATP luminescence, 48 h; scaled: DMSO 0, geranylgeraniol control 100 | rescue of ATP level, % at 7.49 µM | 0.78% of 330,000 active;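 active = mean ATP rescue above about 67%, or every replicate alone reaching that limit, limit read from the data, passing the limit was not always enough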;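 note: myotubes were challenged with 10 µM simvastatin during compound exposure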
PglD DTNB: blocks C. jejuni PglD acetyltransferase activity. 0.098% of 360,000 active. inhibition, % at 12.5 µM. AID 602405. purified PglD enzyme, DTNB colorimetric CoA detection; in the data active = inhibition above about 16%, passing the limit was not always enough; note: strong numbers were not always called active
CFTR F508del cor: correctors of CFTR F508del function in bronchial epithelial cells; CFBE cells, YFP halide quenching; stimulated with forskolin plus potentiator P3; % fluorescence drop versus neutral controls; activity (quench increase), % at 7.58 µM; 0.36% of 350,000 active; AID 720511;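 active = mean added fluorescence quench of at least 8% versus neutral control, with both replicates also reaching 8%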;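 note: cells transiently co-express mutant CFTR-F508del with the halide-sensitive YFP; corrector assay measuring rescue of mutant channel to the surface after 24 h compound exposure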
GSIS activator: primary screen for activators of insulin secretion dependent on glucose, INS-1E cells, GLuc reporter luminescence. INS-1E GLuc reporter insulin secretion, 2-3 h. 0.61% of 370,000 active. activation, % at 16.6 µM;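 active = lowest replicate activation of at least 40%, so every replicate reaches that level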;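 note: 0% = median of neutral control wells and 100% = median of IBMX positive control wells; some compounds called inactive have numbers as strong as hits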
PGC1a acetyl inh: PGC1a acetylation modulation, inhibitor mode; inhibition, % at 15.6 µM; U2OS PGC1a acetylation, AlphaScreen anti-acetyl-lysine; with virally co-expressed GCN5 acetyltransferase; AID 651687; 0.17% of 350,000 active;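 active = every replicate shows inhibition of at least 40%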;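 note: 0% = neutral control wells and 100% = positive control wells; some results beyond the cut were filed as inactive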
miR-122 sensor: inhibitors of miR-122 in Huh7 cells; Huh7 miR-122 Renilla luciferase sensor, 48 h; neutral wells = 0, positive control = 100; activation (reporter increase), % at 12.5 µM; 0.3% of 340,000 active; AID 602342;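 active = mean replicate activation score at least 90 and every replicate individually at or above 90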;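 note: higher luciferase means less miR-122 activity so hits act as miR-122 inhibitors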
Cneo AK release: causes C. neoformans cell lysis. adenylate kinase release luminescence, 4 h; normalised: neutral wells 0, clomiphene wells 100. lysis activity, % at 15 µM. 0.2% of 360,000 active. AID 651654;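 active = mean lysis activity across replicates of at least 80%, whatever share of replicates individually reach that level; inactive = mean lysis activity below 80%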
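Material – Cryptococcus neoformans yeast cells · Quantity – 5 × 10^6 yeast cells/mL · Buffer or medium – YPD medium · Compound – single dose · Timing – 4 h static compound exposure, 37 °C, read 1 h post-reagent · Signal – adenylate kinase release luminescence · Read-out basis – lysis from increased AK signal · Benchmarks – Clomiphene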
Starred values were filed as active, the others as inactive; · = no result given; & = joins results of further samples; [ ] = another dose, or the depositor's remark.

Results follow in this order: FN deposition inh	C2C12 statin	PglD DTNB	CFTR F508del cor	GSIS activator	PGC1a acetyl inh	miR-122 sensor	Cneo AK release
- CCCOc1ccc(/C=N/NC(=O)CN2CCCCC2)cc1
  -1	-11	0	0.9	-1	4	-8	1
- CC(C)CNC(=O)c1cccc2c1-c1ccccc1C2=O
  5	0	3	-1.7	31	·	·	-2
- O=C(C[C@H]1C[C@@H]2c3cc(NC(=O)NC4CCCC4)ccc3O[C@@H]2[C@H](CO)O1)NCc1ccc(Cl)cc1
  -8	0	1	-0.4	6	8	2[16.7 µM]	55
- COC(=O)Cc1c(C)c2ccc(OC(=O)c3ccco3)cc2oc1=O
  ·	0	-1	·	·	11	-3	-2
- CCCNC(=O)N[C@@H]1CC[C@@H](CCn2cc(C3CC3)nn2)O[C@@H]1CO
  -4	5	-2	-2.6	5	15	·	-2
- COc1ccc(S(=O)(=O)N/N=C\c2ccc([N+](=O)[O-])o2)c(OC)c1
  ·	·	3	-1.0	21	-6	-7	0
- CC1CC(C)CN(S(=O)(=O)N2CCCC(C(=O)NC3CCCCC3C)C2)C1 (stereo not drawn)
  8	0	1	-0.9	-9	4	·	-21
- COc1cc(/C=C2/C(=N)N3N=C(CC(=O)N4CCOCC4)SC3=NC2=O)ccc1OCc1ccc(F)cc1
  -11	5	4	3.4	-17	-4	-4	-5
- Cc1c(C(=O)N2CCOCC2)c(S(=O)(=O)Nc2ccccc2)c(C)n1C
  -14	6	8	1.0	3	7	1	1
- COc1ccc(S(=O)(=O)Nc2ccc3c(c2)C(=O)N([C@@H](C)CO)C[C@H](C)[C@H](CN(C)C(=O)Nc2ccc(C(F)(F)F)cc2)O3)cc1
  -3	·	2	-0.7	-20	-2	0[16.7 µM]	8
- CNC(=O)c1ccsc1NC(=O)CS(=O)(=O)c1ccc(F)cc1
  5	2	-4	0.7	-14	-5	8	9
- C[N+]1(CC(O)COc2ccccc2)CCN(C(=O)c2ccc([N+](=O)[O-])cc2)CC1 (stereo not drawn)
  3	·	-1	·	16	·	6	7
- Cn1c(=O)cc(SCC(=O)NCCCN2CCN(c3ccccc3F)CC2)c2ccccc21
  ·	22	-2	·	5	12	-3	-8
- CC(=O)c1cccc(NC(=S)N2CCN(S(C)(=O)=O)CC2)c1
  7	-21	-5	-1.5	-3	5	-8	4
- Cc1c(C)n(CC(O)CN2CCCCCC2)c2ccccc12 (stereo not drawn)
  ·	12	4	·	·	7	-2	-3
- O=C(CCN1C(=O)/C(=C\c2ccccc2)SC1=S)N1CCOCC1
  -5	6	·	-0.4	8	·	-9	·
- COc1cccc(/C=C/C(=O)NNC(=O)c2ccncc2)c1OC
  -1	0	-1	0.3	5	-6	·	-2
- Cc1noc(C)c1S(=O)(=O)N(C)C[C@H]1Oc2c(NS(=O)(=O)c3ccc(F)cc3)cccc2C(=O)N([C@@H](C)CO)C[C@H]1C
  ·	·	·	0.6	-4	-1	-5[16.7 µM]	·
- O=c1[nH]c(/C=C/c2ccc(Br)cc2)nc2ccccc12
  6	-12	-7	-0.3	1	-1	·	-6
- C=CCOc1ccc(CN(C)C(=O)C2CCCO2)cc1 (stereo not drawn)
  -6	-11	-6	-1.2	-5	·	·	-4

14 compounds already listed, ordered by SMILES length, highest first.
Results follow in this order: FN deposition inh	C2C12 statin	PglD DTNB	CFTR F508del cor	GSIS activator	PGC1a acetyl inh	miR-122 sensor	Cneo AK release
- COc1ccc(S(=O)(=O)Nc2ccc3c(c2)C(=O)N([C@@H](C)CO)C[C@H](C)[C@H](CN(C)C(=O)Nc2ccc(C(F)(F)F)cc2)O3)cc1
  -3	·	2	-0.7	-20	-2	0[16.7 µM]	8
- Cc1noc(C)c1S(=O)(=O)N(C)C[C@H]1Oc2c(NS(=O)(=O)c3ccc(F)cc3)cccc2C(=O)N([C@@H](C)CO)C[C@H]1C
  ·	·	·	0.6	-4	-1	-5[16.7 µM]	·
- COc1cc(/C=C2/C(=N)N3N=C(CC(=O)N4CCOCC4)SC3=NC2=O)ccc1OCc1ccc(F)cc1
  -11	5	4	3.4	-17	-4	-4	-5
- C[N+]1(CC(O)COc2ccccc2)CCN(C(=O)c2ccc([N+](=O)[O-])cc2)CC1 (stereo not drawn)
  3	·	-1	·	16	·	6	7
- CCCNC(=O)N[C@@H]1CC[C@@H](CCn2cc(C3CC3)nn2)O[C@@H]1CO
  -4	5	-2	-2.6	5	15	·	-2
- COc1ccc(S(=O)(=O)N/N=C\c2ccc([N+](=O)[O-])o2)c(OC)c1
  ·	·	3	-1.0	21	-6	-7	0
- CC1CC(C)CN(S(=O)(=O)N2CCCC(C(=O)NC3CCCCC3C)C2)C1 (stereo not drawn)
  8	0	1	-0.9	-9	4	·	-21
- Cc1c(C(=O)N2CCOCC2)c(S(=O)(=O)Nc2ccccc2)c(C)n1C
  -14	6	8	1.0	3	7	1	1
- CC(=O)c1cccc(NC(=S)N2CCN(S(C)(=O)=O)CC2)c1
  7	-21	-5	-1.5	-3	5	-8	4
- CNC(=O)c1ccsc1NC(=O)CS(=O)(=O)c1ccc(F)cc1
  5	2	-4	0.7	-14	-5	8	9
- COc1cccc(/C=C/C(=O)NNC(=O)c2ccncc2)c1OC
  -1	0	-1	0.3	5	-6	·	-2
- O=c1[nH]c(/C=C/c2ccc(Br)cc2)nc2ccccc12
  6	-12	-7	-0.3	1	-1	·	-6
- Cc1c(C)n(CC(O)CN2CCCCCC2)c2ccccc12 (stereo not drawn)
  ·	12	4	·	·	7	-2	-3
- C=CCOc1ccc(CN(C)C(=O)C2CCCO2)cc1 (stereo not drawn)
  -6	-11	-6	-1.2	-5	·	·	-4

The list continues:
Results follow in this order: FN deposition inh	C2C12 statin	PglD DTNB	CFTR F508del cor	GSIS activator	PGC1a acetyl inh	miR-122 sensor	Cneo AK release
- Cc1ccccc1-n1nc(C)c2c(C(=O)NN)cc(-c3ccncc3)nc21
  13	·	-3	2.6	-5	·	·	0
- COc1ccc(C(C)=O)cc1CSCCC(=O)O
  ·	-7	-2	·	·	-2	0	2
- Nc1ncc(Br)cc1S(=O)(=O)NCCc1ccccc1
  5	-5	-1	3.2	·	17	105*	3
- COc1cc(OC)cc(C(=O)NCCCn2ccnc2)c1
  12	-3	5	-1.7	·	-4	1	2
- c1ccc(Nc2ccccn2)nc1
  -6	24	-119	-3.9	15	-4	-6	4
- O=C(Nc1ccnn1C1CCN(C(=O)c2ccc(Cl)c(F)c2)CC1)C1CCOC1 (stereo not drawn)
  ·	9	-5	-0.8	-6	-2	-7	-1
- COc1ccccc1S(=O)(=O)N[C@H]1CC[C@@H](CCNC(=O)C2CCCCC2)O[C@@H]1CO
  0	2	4	-1.0	28	-5	·	-5
- O=C(CN1CCN(c2cccc(C(F)(F)F)c2)CC1)Nc1ccc2c(c1)OCCCO2
  -2	-8	1	-3.4	3	·	-4	0
- O=C(Cn1cnc2sc3c(c2c1=O)CCCC3)NCC(=O)Nc1c(F)cc(F)cc1Br
  -2	1	2	-1.3	-6	-4	2	-2
- O=C(O)c1ccccc1-c1ccccc1C(=O)Nc1ccccc1
  ·	·	-8	·	·	5	-8	1
- O=S1(=O)CCC(NS(=O)(=O)c2cccc3cccnc23)C1 (stereo not drawn)
  4	·	-2	·	·	·	5	5
- CCSC(=Nc1ccccc1)Nc1ccccc1
  4	·	·	-0.2	-23	5	·	·
- Cc1cccc(-c2nnn(Cc3nnc(NC(=O)c4ccccc4)s3)n2)c1
  ·	4	-7	·	·	2	-2	2
- Cc1cccc(NC(=S)NNC(=O)c2ccco2)c1
  -2	·	-1	·	5	3	-2	3
- O=C(O)C1CCC(=O)N(C2CC2)C1c1ccccc1 (stereo not drawn)
  -1	107*	5	·	·	11	-3	-2
- O=C(NCC1CC1)[C@H]1[C@H](CO)[C@H]2Cn3c(ccc(-c4cccc(F)c4)c3=O)[C@H]2N1CC1CCCC1
  ·	33	-3	-1.3	-19	·	3[16.7 µM]	-12
- CCOc1ccc(-n2c(-c3ccco3)nc3c(cnn3-c3ccc(C)cc3)c2=O)cc1
  -19	-18	1	-0.5	11	-8	-8	-1
- Cc1ccc(C)c(N2CCN(C(=O)C3CCCCN3S(=O)(=O)c3ccc(F)cc3)CC2)c1 (stereo not drawn)
  ·	-15	2	3.2	-8	-13	-10	0
- COC(=O)c1ccccc1NC(=O)NCc1ccco1
  -1	2	-3	·	14	4	4	-2
- CO[C@H]1CN(C)C(=O)c2cc(NS(C)(=O)=O)ccc2OC[C@H](C)N(C(=O)C2CC2)C[C@H]1C
  0	9	2	0.4	-4	5	·	-5
- O=C(O)CCC(=O)NNC(=O)COc1ccc2ccccc2c1Br
  0	·	·	-0.1	13	14	1	·
- Cc1cc(NC(=O)c2ccccc2C)ccc1NC(=O)c1ccccc1Cl
  -5	19	-8	1.5	·	·	·	-1
- CCOCCCNC(=O)c1ccc(OC)cc1
  ·	20	11	·	16	-2	-3	2
- CCOC(=O)C1(CCOC)CCN(Cc2ccncc2)CC1
  -4	·	·	-0.6	23	2	·	·
- C[C@H](CO)N1C[C@H](C)[C@@H](CN(C)C(=O)C2CCC2)Oc2ncc(-c3ccccc3F)cc2C1=O
  ·	7	0	2.1	-4	-1	9[16.7 µM]	-1
- C[C@H](CO)N1C[C@H](C)[C@@H](CN(C)S(=O)(=O)c2ccc(Cl)cc2)Oc2c(NC(=O)NC3CCCCC3)cccc2C1=O
  -7	31	2	0.1	-19	2	1[16.7 µM]	5
- O=C(CC1(O)C(=O)Nc2ccc(Br)cc21)c1ccccc1 (stereo not drawn)
  0	2	-3	0.1	-7	4	4	2
- O=C(Nc1ccc(Cl)cc1)N[C@H]1CC[C@@H](CCn2cc(-c3ccccc3F)nn2)O[C@H]1CO
  2	10	0	1.9	-27	8	·	6
- COc1ccccc1/C=C/C(=O)NCC(=O)N/N=C(/C)c1ccc(Cl)cc1
  3	3	-1	0.3	13	4	·	-18
- O=C(NCc1nc2ccccc2[nH]1)C1=C[C@@H](c2ccc(Br)cc2)C[C@@H](OCc2ccc(CO)cc2)O1
  -7	-3	5	0.4&0.6	1	6	6	1&-3
- CCCCN(Cc1ccco1)S(=O)(=O)c1c[nH]c(C(=O)OC)c1
  11	-5	7	1.4	-28	-11	9	6

Screening results: PubChem BioAssay, Broad Institute
